Screening data deposited in PubChem BioAssay by National Center for Advancing Translational Sciences (NCATS).
Pol kappa inh: blocks human DNA polymerase kappa activity | Q9UBT6 | purified Pol kappa, fluorescent DNA synthesis assay, 10 min | Potency, µM (titrated, usually from 107 µM), for inactives: top-dose activity, negative = inhibition, most hits filed as inhibitors | 400,000 compounds, 0.53% hits | AID 588579; note: potency is the fitted concentration of half-maximal effect; % is set by controls: 0 for no effect and ±100 for the full control effect
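Here, compound and 10 nM enzyme are combined for 15 min at room temperature; adding 50 nM substrate (final) starts DNA synthesis, tracked by fluorescence at 0 and 10 min against buffer-only wells.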
POLH inh: inhibitors of human DNA polymerase eta | Potency, µM (titrated, usually from 114 µM), for inactives: at the top dose activity change, negative = inhibition, hits mostly inhibitors | recombinant Pol eta, fluorescent DNA replication assay | AID 588591 | Q9Y253 | 390,000 compounds, 1.2% hits; note: potency is the fitted concentration of half-maximal effect; % is set by controls: 0 for no effect and ±100 for the full control effect
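Pol eta at 10 nM preincubated with compounds 15 min at room temperature; reaction started with fluorescent substrate (50 nM final) and read kinetically at 0 and 10 min.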
Tb PGK inh: T. brucei PGK inhibition; P07378; PGK/GAPDH coupled, Kinase-Glo luminescence, 60 min; Potency, µM (doses to about 57.5 µM), inactives show top-dose activity change, negative = inhibition, usual class: inhibitors; 380,000 compounds, 0.043% hits; AID 602233; note: potency is the fitted concentration of half-maximal effect; % is set by controls: 0 for no effect and ±100 for the full control effect; nearly all actives have a fitted effect of over 60% in size
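Recombinant glycosomal PGK reaction used 1,3-bisphosphoglycerate generated in-well by GAPDH (100nM final) in 100mM TEA pH 7.6, 5mM MgCl2, 0.01% Tween-20. After 60 minutes at room temperature, ATP was read by Kinase-Glo Plus luminescence end-point.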
APE1 inh: inhibitors of human APE1 endonuclease. AID 2517. 350,000 compounds, 0.35% hits. Potency, µM (doses to about 65.8 µM), for the others: at the highest dose activity change, negative = inhibition, usual class: inhibitors. P27695. recombinant APE1, TAMRA/BHQ-2 abasic DNA cleavage fluorescence;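 note: potency is the fitted concentration of half-maximal effect; plate controls were vehicle for no effect and reference inhibitor for full effect; nearly all actives have a fitted effect of over 55% in size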
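Measures dequenching upon AP-site incision of a 5'-TAMRA/3'-BHQ-2 THF-containing duplex, 50 nM; human APE1 0.75 nM after 15 min room-temperature exposure to compound; kinetic three-point read at one-minute spacing.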
BLM inh: Bloom syndrome helicase (human) inhibition; recombinant BLM DNA unwinding, fluorescence dequenching; Potency, µM (top dose mostly 56.1 µM), without a hit: at the highest dose activity change, negative = inhibition, hits mostly inhibitors; 350,000 compounds, 0.2% hits; AID 2528;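 note: potency is the fitted concentration of half-maximal effect; plate controls were vehicle for no effect and no enzyme for full effect; nearly all actives have a fitted effect of over 35% in size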
POLI inh: blocks human DNA polymerase iota activity; Q9UNA4; Potency, µM (titrated, usually from 115 µM), for the others: top-dose activity, negative = inhibition, actives largely listed as inhibitors; 390,000 compounds, 1% hits; Pol iota fluorescent replication assay, 10 min; AID 588590; note: potency is the fitted concentration of half-maximal effect
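Fluorescent replication assay read twice, at 0 min and 10 min after adding 50 nM (final) substrate. Enzyme (10 nM) and compounds were first incubated 15 min at room temperature; enzyme-free buffer wells were negative controls.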
POLB inh: blocks human DNA polymerase beta activity; P06746; Pol beta primer extension/strand displacement, fluorescence kinetic; Potency, µM (series often up to 114 µM), without a hit: top-dose activity change, negative = inhibition, actives largely listed as inhibitors; 340,000 compounds, 1.3% hits; note: potency is the fitted concentration of half-maximal effect; % is set by controls: 0 for no effect and ±100 for the full control effect
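Pol beta (10 nM) and compounds were preincubated 15 min at room temperature, then 50 nM substrate (final) started primer extension/strand displacement. Reads were taken at 0 and 10 min; concentration-response data were fitted to a four-parameter Hill equation.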
Anesthetic bind: candidate novel general anesthetic via apoferritin binding. P02791. apoferritin/1-aminoanthracene competitive binding, fluorescence. Potency, µM (series often up to 77.5 µM), without a hit: top-dose activity change, negative = displacement, actives largely listed as inhibitors. 350,000 compounds, 0.074% hits. AID 485281; note: potency is the fitted concentration of half-maximal effect; % is set by controls: 0 for no effect and ±100 for the full control effect; nearly all actives have a fitted effect of over 20% in size
Target sequence (P02791 2-175 limits assumed): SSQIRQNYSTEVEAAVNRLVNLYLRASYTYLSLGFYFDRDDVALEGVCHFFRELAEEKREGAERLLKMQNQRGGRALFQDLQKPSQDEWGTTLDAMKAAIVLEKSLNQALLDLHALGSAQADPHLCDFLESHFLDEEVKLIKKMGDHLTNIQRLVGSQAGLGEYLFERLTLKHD
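Concentration-response curves derived by four-parameter Hill fitting of normalized fluorescence, where compounds displaced 1-AMA from 10 uM horse apoferritin following a brief 10 min room-temperature incubation; propofol titration acted as positive control.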
RXFP1 antag: blocks the human relaxin receptor RXFP1; Q9HBX9; HEK293-RXFP1, relaxin-stimulated cAMP HTRF, 30 min; hits give low values; 350,000 compounds, 0.59% hits; activity change, negative = inhibition, % at 57.5 µM;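 active = activity change of -60% or lower, but not beyond a set lower limit; inconclusive = change between -60% and -40%, or beyond the set limit; inactive = change above -40%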; note: % is set by controls: 0 for no effect and ±100 for the full control effect
Target sequence (Q9HBX9 whole entry, looked up): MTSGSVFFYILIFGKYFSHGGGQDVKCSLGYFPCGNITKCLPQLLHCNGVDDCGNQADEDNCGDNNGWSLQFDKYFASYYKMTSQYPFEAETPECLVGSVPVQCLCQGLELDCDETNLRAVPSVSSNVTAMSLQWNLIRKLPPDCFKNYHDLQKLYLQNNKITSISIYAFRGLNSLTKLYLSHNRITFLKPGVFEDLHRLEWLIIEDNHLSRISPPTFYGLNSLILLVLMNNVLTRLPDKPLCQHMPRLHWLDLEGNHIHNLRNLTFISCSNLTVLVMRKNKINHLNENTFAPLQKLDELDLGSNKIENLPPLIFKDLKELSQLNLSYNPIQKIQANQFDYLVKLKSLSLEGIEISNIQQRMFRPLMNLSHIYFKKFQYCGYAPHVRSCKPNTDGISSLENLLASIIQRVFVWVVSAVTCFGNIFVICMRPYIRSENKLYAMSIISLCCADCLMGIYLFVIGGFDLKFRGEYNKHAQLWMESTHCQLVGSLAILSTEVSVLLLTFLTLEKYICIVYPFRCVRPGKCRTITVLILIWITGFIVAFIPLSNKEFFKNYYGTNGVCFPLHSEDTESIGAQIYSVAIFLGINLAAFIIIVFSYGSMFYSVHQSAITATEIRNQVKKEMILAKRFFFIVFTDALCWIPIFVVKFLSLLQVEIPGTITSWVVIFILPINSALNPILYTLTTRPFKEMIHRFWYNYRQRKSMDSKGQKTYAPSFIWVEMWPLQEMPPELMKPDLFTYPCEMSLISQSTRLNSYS
* hit, by the source's call; i = inactive; ? = inconclusive; · = not tested or not shown; & = joins results of further samples; [ ] = another dose, or the depositor's remark. Unless noted, calls come from the whole dose curve; as a rule, active = well fitted curve in the direction sought with a large enough effect; inconclusive = small, poorly fitted or top-dose-only effect, or another doubt; inactive = no such curve, though single readings can be large; an effect the other way counts as inactive or inconclusive. An excerpt (hit frequency here may not be typical).

SMILES | Pol kappa inh | POLH inh | Tb PGK inh | APE1 inh | BLM inh | POLI inh | POLB inh | Anesthetic bind | RXFP1 antag
Cc1ccc(CNC(=O)CSc2nnnn2C)cc1 | -5% | -10% | -3% | -7% | 2% | 0% | 14% | -8% | -20
CCC(CC)C(=O)Nc1nnc(-c2cccs2)s1 | -2% | -1% | -17% | -1% | 0% | 5% | 31% | -11% | 6
Cc1ccc2c(c1)Oc1ccc(NC(=O)CCCl)cc1C(=O)N2 | -17% | -15% | 4% | 10% | -10% | 20% | 20% | -9% | -3
CN(C)c1ccc(C(=O)OCC(=O)Nc2ccc(S(N)(=O)=O)cc2)cc1 | 50µM* | ? | -27% | 1% | -13% | ? | ? | -9% | -15
CCOC(=O)c1ccc(N2CCN(c3cc(C)ccc3C)CC2)c(NC(=O)Nc2ccc(CC)cc2)c1 | -8%[60.1 µM] | -4% | 2% | · | 0% | 21% | 23% | -8% | 2
Cc1ccc(Nc2nc(NCCO)nc(N3CCCC3)n2)cc1 | -13% | ? | -2% | · | · | 17% | · | · | ·
CC(=O)c1cccc(NC(=S)N2CCN(S(C)(=O)=O)CC2)c1 | -17% | -10% | 3% | -11% | -2% | 16% | -28% | -12% | 5
COc1cc(C)nc(N2CCC(C(N)=O)CC2)n1 | -9% | -4% | -5% | 2% | 2% | 28% | 29% | -6% | -3
Cc1ccc(CNC(=O)c2ccc(C#CC(C)(C)O)s2)cc1 | -14% | -2% | ? | -3% | -3% | -2% | -6% | ? | -15
Cc1cc(C)c(Nc2ncnc3c2cnn3C)c(C)c1 | -12%[60.1 µM] | -5% | -1% | · | 0% | 9% | 23% | 7% | 0
O=C(Nn1cnc2ccccc2c1=O)c1ccccc1F | -9% | 10% | -5% | 7% | -3% | 3% | 10% | 6% | -3
CC/C(=N\N=C(/CC)c1ccccc1N)c1ccccc1N | -9% | -3% | i | · | · | 35%[activator] | · | · | -10
CC(C)(C)C1=Nn2c(nnc2-c2ccccc2F)SC1 | -6% | -6% | i | 2% | -1% | -9% | -13% | -7% | -2
CCOc1ccc(CNCCCSc2nnnn2C)cc1OC | 1% | -15% | i | · | 6% | 0% | -1% | 2% | 7
Nc1ccc(C(=O)N/N=C2\CCCc3c2[nH]c2ccccc32)cc1 | -10% | -9% | -7% | 5% | -1% | 17% | 0% | -1% | -8
CCC(c1nnc(SCC(=O)Nc2ccc(Cl)cc2C(F)(F)F)n1C1CCCCC1)N(C)C (stereo not drawn) | -15% | -12% | -7% | 26% | 3% | 5% | 1%[57.1 µM] | -9% | 11
O=C(N[C@@H](Cc1ccccc1)C(=O)CCl)OCc1ccccc1 | -12%[60.1 µM] | -13% | 0% | 13%&0% | · | ? | 14%[57.1 µM] | · | ·
Cc1cc(Cl)ccc1OCC(=O)N/N=C/c1ccc(OC2OC(CO)C(O)C(O)C2O)cc1 (stereo not drawn) | -1% | -11% | -3% | 2% | -2% | 1% | -4% | 14% | -9
COc1cccc(N2C(=O)/C(=C\c3cccs3)NC2=S)c1 | -15% | -15% | i | -7% | 0% | 17% | -11% | -14% | -4
COC(=O)c1ccc(CSC2=NC[C@@H]3[C@@H]4C(=O)N(Cc5ccccc5)C(=O)[C@@H]4[C@](C)(C(=O)OC)N23)cc1 | -33% | -21% | -8% | -13% | · | 30% | · | · | ·

One compound at a time, from the list above. Values in the order: Pol kappa inh	POLH inh	Tb PGK inh	APE1 inh	BLM inh	POLI inh	POLB inh	Anesthetic bind	RXFP1 antag
Cc1cc(Cl)ccc1OCC(=O)N/N=C/c1ccc(OC2OC(CO)C(O)C(O)C2O)cc1 (stereo not drawn) across the screens: -1%	-11%	-3%	2%	-2%	1%	-4%	14%	-9
O=C(N[C@@H](Cc1ccccc1)C(=O)CCl)OCc1ccccc1 across the screens: -12%[60.1 µM]	-13%	0%	13%&0%	·	?	14%[57.1 µM]	·	·

6 compounds already listed, arranged by their value in Tb PGK inh, lowest first:
SMILES	Tb PGK inh
COC(=O)c1ccc(CSC2=NC[C@@H]3[C@@H]4C(=O)N(Cc5ccccc5)C(=O)[C@@H]4[C@](C)(C(=O)OC)N23)cc1	-8%
Nc1ccc(C(=O)N/N=C2\CCCc3c2[nH]c2ccccc32)cc1	-7%
O=C(Nn1cnc2ccccc2c1=O)c1ccccc1F	-5%
Cc1ccc(Nc2nc(NCCO)nc(N3CCCC3)n2)cc1	-2%
O=C(N[C@@H](Cc1ccccc1)C(=O)CCl)OCc1ccccc1	0%
CC(=O)c1cccc(NC(=S)N2CCN(S(C)(=O)=O)CC2)c1	3%

New compounds follow:
SMILES | Pol kappa inh | POLH inh | Tb PGK inh | APE1 inh | BLM inh | POLI inh | POLB inh | Anesthetic bind | RXFP1 antag
CCc1ccccc1N(C)S(=O)(=O)c1ccc(-c2cc(C)no2)s1 | 8% | -11% | 5% | 46%[activator] | -10% | 26% | 5% | ? | -6
Cc1nc2c(Br)cc(Br)cc2c(=O)n1-c1ccccc1NC1OCC(O)C(O)C1O (stereo not drawn) | -10% | -12% | -6% | · | · | 10% | · | · | 6
O=C(CN1C(=O)C2CC=CCC2C1=O)Nc1nnc(SCc2ccc(Cl)cc2)s1 (stereo not drawn) | -8% | -13% | -1% | 1% | -7% | 25% | 1% | -19% | -10
Cc1ccc(Cn2ccnc2SCC(=O)Nc2nnc(C)s2)cc1 | 0%[60.1 µM] | -3% | 9% | · | -1% | 1% | 19% | ? | -6
C=CCn1sc(N)c(C(=O)OCC)c1=S | -10% | 5% | -8% | -9% | 0% | 3% | -24% | ? | -1
COCC(=O)Nc1ccc(Br)cc1C | 9% | -12% | -10% | 0% | -2% | 6% | 37% | -7% | -6
COc1ccc(C2CC(=O)N(CC(=O)Nc3cccc(C)c3C)c3ccccc3S2)cc1OC (stereo not drawn) | -11% | -21% | -2% | · | -5% | -7% | 2% | -3% | ·
CC1CC(=O)C(C(C2=C(O)CC(C)CC2=O)c2ccccc2)=C(O)C1 (stereo not drawn) | -10% | -2% | -1% | · | · | -6% | · | · | 6
Cc1ccc(S(=O)(=O)CCC(=O)NNC(=O)CN(C)S(=O)(=O)c2ccc(C)cc2)cc1 | -12% | 1% | -2% | 60%[activator] | · | 72%[activator] | · | · | -11
Cc1cccc(C)c1-n1ncc(C(=O)N2CCN(c3ncccn3)CC2)c1C1CCN(C(=O)OC(C)(C)C)CC1 | -4% | -9% | 11% | · | 2% | 8% | 4% | 3% | -8
CC(Cc1ccsc1)NC(=O)CCc1nnc(CCc2ccccc2)o1 (stereo not drawn) | -13% | -2% | -8% | -3% | -2% | -22% | 7% | -5% | -7
Cc1ccc(NC(=O)COC(=O)CN2C(=O)COc3ccccc32)cc1 | 4% | -12% | 5% | 20% | -1% | 20% | -3% | -7% | 9
Cc1cc(C)cc(C(=O)Nc2nnc(SCC(=O)NCC3CCCO3)s2)c1 (stereo not drawn) | -11% | -11% | i | 25% | -2% | 143%[activator] | 11% | -2% | -22
COc1cc(NC(=O)CSc2nc(-c3ccc(C(C)C)cc3)no2)cc(OC)c1 | 1% | -12% | -2% | · | -1% | 33%[activator] | 9% | -1% | -22
Cc1ccc(Nc2nnc(SCC(=O)Nc3cccc(S(=O)(=O)NC4=NCCCCC4)c3)s2)c(C)c1 | -6% | -4% | -5% | 4% | 1% | 27% | -4% | -10% | -7
CCOC(=O)N1CCC(NCCNC(=O)c2cccc(F)c2)CC1 | 17% | -3% | -6% | 33% | · | -3% | · | · | ·
Cc1c(/C(O)=C2\C(=O)C(=O)N(CCCN(C)C)C2c2ccncc2)cnn1-c1ccccc1 (stereo not drawn) | · | · | · | 0% | 0% | · | -1% | -10% | ·
Fc1ccccc1/C=N/n1cnnc1 | 7% | 4% | -3% | 1% | 0% | 2% | -18% | -4% | -3
O=C1OC(c2ccccc2)C(O)=C1c1ccccc1 (stereo not drawn) | -11% | -16% | -4% | · | · | 70%[activator] | · | · | -1
CCCCN1C(=N)N([C@@H](CCC)CN2CCC[C@H]2CN2C(N)=NC[C@@H]2Cc2ccccc2)C[C@H]1Cc1ccccc1 | -6% | -3% | i | 18% | · | -21% | · | · | ·
CCOC(=O)c1ccc(Oc2nc(N(C)C)nc(N(C)C)n2)cc1 | -11% | -11% | 1% | -1% | -5% | 17% | -22% | -17% | -5
CCCC(=O)Nc1ccc2c(c1)nc(CN1CCN(C(=O)OCC)CC1)n2CC | 17% | -9% | -10% | 21% | -5% | -15% | -2% | -6% | 5
CC1(C)CC(=O)c2c(O)cc(OCC(=O)N3CCN(c4ccc(F)cc4)CC3)cc2O1 | -3% | 0% | -9% | -5% | -6% | -17% | 1% | -19% | 12
CCN(CC)c1ccc(C2CC(=O)Nc3cc(OC)c(OC)cc32)cc1 (stereo not drawn) | -4% | -20% | -1% | -4% | -3% | -7% | 25% | -19% | -5
Cc1csc(SCC(=O)Nc2ccc(S(=O)(=O)N3CCCC3)cc2)n1 | -4% | -2% | · | -4% | -3% | ? | 26% | ? | -25
CC1(C)CC(=O)C/C(=N/NC(=O)COc2ccc3ccccc3c2Br)C1 | -13% | -10% | -11% | -8% | -1% | 65%[activator] | 37% | -21% | 11

Filtered by structure: those above with a tert-butyl group.
SMILES | Pol kappa inh | POLH inh | Tb PGK inh | APE1 inh | BLM inh | POLI inh | POLB inh | Anesthetic bind | RXFP1 antag
CC(C)(C)C1=Nn2c(nnc2-c2ccccc2F)SC1 | -6% | -6% | i | 2% | -1% | -9% | -13% | -7% | -2
Cc1cccc(C)c1-n1ncc(C(=O)N2CCN(c3ncccn3)CC2)c1C1CCN(C(=O)OC(C)(C)C)CC1 | -4% | -9% | 11% | · | 2% | 8% | 4% | 3% | -8
